# Screens: PubChem BioAssay, several laboratories
# West Nile virus CPE – West Nile virus antiviral activity, cell-based, CPE readout (AID 1621). West Nile virus-infected cells, CPE inhibition; higher % means a stronger effect. 0.02% of 290,000 active. one-dose CPE inhibition, % at 10 µM; IC50 in µM for titrated hits; in the data active = a potency from the dose series; inconclusive = CPE inhibition mostly from about 3.7% at the one dose, without a potency; inactive = the rest, 99 in 100 with CPE inhibition below about 2.2%; note: strong numbers were not always called active
# Rac1 GTP hydrolysis – MgcRacGAP GTPase-activating activity inhibitors, confirmation, biochemical, ADP Hunter fluorescence; MgcRacGAP-stimulated Rac1 GTP hydrolysis, ADP Hunter fluorescence; higher % means a stronger effect; GST-tagged Rac1 F28L mutant substrate; inhibition, % at 30 µM, or IC50 in µM where a hit was titrated; 0.6% of 340,000 active;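 active = first-screen hits whose inhibition reached a set limit at any dose in the follow-up dose series; inconclusive = inhibition above the set first-screen limit but never retested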;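 note: fluorescence reports GDP produced by GAP-driven GTP hydrolysis; strong numbers were not always called active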
# Myeloid diff MLP – compounds promoting myeloid differentiation | ER-HoxA9 myeloid progenitors, lysozyme-GFP differentiation, flow cytometry | 1% of 360,000 active | calls only at 10 µM;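 active = normalized GFP-positive differentiation at or above the plate's own cutoff, the solvent-only control mean plus 3 SD; inconclusive = no clear call, values can overlap the other calls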;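 note: cells exposed to compound for four days before flow analysis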
# WT yeast gro inh – growth inhibition of WT yeast, mitochondrial fusion screen | mitochondrial fusion phenotypic screen, WT strain | AID 1362 | inhibition, % at 10 µM | 2.1% of 190,000 active; in the data active = inhibition above about 58%; tested in S. cerevisiae
# SV40 large T antigen – SV40 large T antigen inhibitors, biochemical (AID 1903); inhibition, % at 20 µM; hits with a dose series show IC50 in µM; SV40 large T antigen ATPase/helicase inhibition assay; higher % means a stronger effect; 0.39% of 310,000 active; in the data active = a potency from the dose series; inconclusive = inhibition mostly from about 32% at the one dose, without a potency; inactive = the rest, 99 in 100 with inhibition below about 32%; note: strong numbers were not always called active
# Salmonella PhoP GFP – PhoP-dependent GFP reporter repression – Salmonella Typhimurium, primary screen (AID 1863). S. Typhimurium PhoP-regulated promoter GFP reporter, 4 h; higher % means a stronger effect. inhibition, % at 50 µM, or IC50 in µM where a hit was titrated. 0.16% of 300,000 active;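 active = inhibition over 29.93%, a cutoff 3 SD above the screen mean, later confirmed by dose response; inconclusive = inhibition over 29.93% but no dose response follow-up; inactive = inhibition at most 29.93% or unconfirmed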;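 note: 0% = low Mg2+ inducing control and 100% = high Mg2+ repressing control; strong numbers were not always called active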
# RSV antiviral HEp-2 – RSV antiviral activity via CPE protection, HEp-2 cells, primary 10 µM value included (AID 2391). HEp-2 cells, RSV-induced CPE inhibition; higher % means a stronger effect. one-dose CPE inhibition, % at 10 µM; IC50 in µM for titrated hits. 0.13% of 310,000 active; in the data active = a potency from the dose series; inconclusive = CPE inhibition mostly from about 23% at the one dose, without a potency; inactive = the rest, 99 in 100 with CPE inhibition below about 21%; note: strong numbers were not always called active
# b-catenin transl – beta-catenin nuclear translocation modulation; 0.3% of 190,000 active; AID 1665; HeLa beta-catenin nuclear translocation, immunofluorescence imaging; nuclear translocation activity, % at 5 µM;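 active = nuclear translocation activity above 50% at 5 µM, with a well cell count of 50 or more; inconclusive = wells under 50 cells across six images, flagged as toxic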;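 note: per-cell ratio of nuclear to cytoplasmic median beta-catenin stain intensity; plate controls were DMSO negative control for no effect and GSK-3 inhibitor IX positive control for full effect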
#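 Test system: human HeLa cell line; Doses: 5 µM primary, 0.02–20 µM confirmation; Incubation: 24 h compound exposure, 37°C; Detection: beta-catenin immunofluorescence imaging with DAPI; Read-out: beta-catenin nuclear/cytoplasmic ratio, % activation.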
# T cell modulator – T cell immune modulation candidate; 2C CD8+ T cell-vesicle binding, flow cytometry; stronger effect = lower value; calls only at 7 µM; 0.068% of 330,000 active; AID 2052;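 active = response, share of CD8 T cells binding vesicles, and their 90th percentile fluorescence all below set limits, cut at about 80% in these data, passing the limit was not always enough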
#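 Test system: purified 2C TCR transgenic mouse naive CD8+ T cells. Probe or stimulus: QL9-peptide-loaded Drosophila micro-vesicles bearing Ld, ICAM-1 and B7-1. Incubation: binding step 1.5 h, 37 °C, antibody labelling 20 min, ice. Measured by: flow cytometry of vesicle-bound cells.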
# WT yeast gro inh mutant strain – also measured in WT yeast gro inh; calls as there; inhibition, %; mitochondrial fusion phenotypic screen, mutant strain inhibition
# b-catenin transl cell count 5 µM – also measured in b-catenin transl; calls as there; cell count; measured here: cell count, cytotoxicity flag
# T cell modulator vesicle-bound % – second read-out of T cell modulator, no call of its own (marks repeat the call); double positive events, %; measured here: CD8+ vesicle-bound cell fraction;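 binding gate set so that unloaded-vesicle control wells show 10% double positive cells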
# Myeloid diff MLP GFP+ MAC1+ % – second read-out of Myeloid diff MLP, no call of its own (marks repeat the call); GFP+ MAC1+ double positive, %; measured here: differentiation confirmed by MAC1 staining
# The depositor's hits bear a star; i = inactive; ? = inconclusive; nt = no result given.
SMILES,West Nile virus CPE,Rac1 GTP hydrolysis,Myeloid diff MLP,Myeloid diff MLP GFP+ MAC1+ %,WT yeast gro inh,WT yeast gro inh mutant strain,SV40 large T antigen,Salmonella PhoP GFP,RSV antiviral HEp-2,b-catenin transl,b-catenin transl cell count 5 µM,T cell modulator,T cell modulator vesicle-bound %
COc1ccccc1S(=O)(=O)Cc1ccc(C(=O)NCCN2CCCCCC2)o1,-0.2%,-3.4%,i,1.4,0.7,-8.3,0.7%,2.9%,-0.3%,-0.4,1112,i,49.1
Cc1ccccc1NC(=O)COC(=O)/C=C/c1cccc(C(F)(F)F)c1,0.3%,12.0%,i,0.9,0.1,-25.1,3.9%,-3.5%,1.2%,-2.9,550,i,38.2
O=C(O)CCCCc1nc2ccccc2s1,0.1%,1.6%,i,3.7,-6.2,-5.0,1.9%,-26.3%,0.4%,-2.9,1079,i,51.5
O=C(CC(=O)Nc1ccc(Cl)c(Cl)c1)N/N=C/c1ccc(O)cc1,-0.1%,74µM*,i,0.5,6.3,-12.9,-11.1%,10.8%,6.1%,0.1,1005,i,46.4
COC(=O)c1sccc1NC(=O)C1CC(C)=C(C)CC1C(=O)O (stereo unspecified),0.1%,2.9%,i,0.6,nt,nt,4.0%,-4.2%,-0.4%,-2.0,1117,i,37.1
COc1ccc(-c2cc(C(=O)NC3=NCCS3)c3ccccc3n2)cc1OC,1.1%,8.3%,i,0.1,8.9,3.1,21.1%,1.0%,-1.5%,-0.5,1125,i,35.7
O=C(O)CC/C(=N\NC(=O)CNC(=O)c1cccc(Cl)c1)c1ccccc1,1.1%,6.5%,i,1.4,-0.7,-14.7,-9.6%,10.9%,-0.8%,-4.9,1117,i,42.9
CCC(C)(C)NC(=O)C(c1ccc(O)cc1)N(CCOC)C(=O)CCC(=O)Nc1nccs1 (stereo unspecified),0.2%,7.5%,i,0.2,nt,nt,9.5%,-9.3%,0.5%,0.5,1314,i,22.7
COC(=O)c1c(NC(=O)CS(=O)(=O)c2ccccc2)sc(C)c1C,nt,2.7%,i,0.8,nt,nt,13.7%,-0.8%,2.1%,nt,nt,i,40.9
CC(C)Cn1c(=S)[nH]c2ccccc2c1=O,2.3%,7.4%,i,0.7,5.0,14.6,7.8%,-2.1%,2.0%,-1.0,988,i,21.9
S=C(Nc1ccc2nsnc2c1)N1CCCCC1,-2.0%,2.9%,i,1.0,8.9,18.4,12.7%,-3.5%,1.0%,nt,nt,i,28.1
COc1ccc(-c2nc(SCC(=O)N3CCCC3)n[nH]2)cc1,0.1%,-5.0%,i,0.4,nt,nt,6.1%,9.9%,1.3%,nt,nt,i,22.7
CC1CCCN(C(=O)Cn2c(=O)oc3ccccc32)C1 (stereo unspecified),0.3%,-2.4%,i,3.2,3.8,5.0,7.6%,-14.1%,2.9%,-5.7,1006,i,51.2
COC(=O)c1ccccc1NC(=O)N1CCN(S(=O)(=O)c2ccc(Cl)cc2)CC1,-1.1%,1.6%,i,0.9,11.2,8.0,3.2%,-0.5%,1.0%,nt,nt,i,27.4
O=C(Nc1cc(S(=O)(=O)N2CCOCC2)ccc1N1CCCC1)C1COc2ccccc2O1 (stereo unspecified),-0.7%,9.6%,i,0.9,nt,nt,11.2%,3.0%,5.0%,-0.8,1283,i,42.2
COc1ccccc1OCC(=O)N/N=C/c1c(O)ccc2ccccc12,?,10.0%,i,2.2,nt,nt,5.0%,-5.9%,4.5%,nt,nt,i,20.7
COc1ccc(CCC(=O)NC2CCCc3ccccc32)cc1OC (stereo unspecified),-0.5%,5.4%,i,0.3,nt,nt,1.8%,1.4%,0.9%,nt,nt,i,23.9
S=C(Nc1ccccc1)Nc1ccc2cn[nH]c2c1,-0.1%,-1.5%,i,0.6,nt,nt,2.9%,2.4%,3.9%,0.2,1290,i,28.7
O=c1[nH]nc(-c2ccccc2)c2ccccc12,0.7%,9.5%,i,0.3,nt,nt,11.0%,-2.1%,1.6%,0.6,1316,i,55.3
O=C(On1c(-c2ccccc2)nc2ccccc2c1=O)c1ccco1,0.0%,-4.6%,i,0.8,26.6,30.2,-0.4%,-5.1%,-1.5%,-0.8,1183,nt,nt
CC1(C)C(=O)Nc2ccccc2N1C(=O)COC(=O)CCSc1ccccc1,0.1%,2.6%,i,0.5,5.9,-10.7,1.1%,-5.9%,1.5%,-3.4,1051,i,31.8
Cc1oc2c(Cl)c(Cl)c(O)c(CN(C)C)c2c1C(=O)c1ccc(Cl)cc1,-1.5%,14.4%,i,0.4,nt,nt,11.2%,-0.8%,0.7%,nt,nt,i,54.5
O=C(CCNS(=O)(=O)c1ccccc1F)NC1CCCCCC1,nt,5.2%,i,0.2,nt,nt,nt,nt,0.2%,nt,nt,i,33.5
O=C(O)CCc1ccc(-c2ccc(Br)cc2)n1-c1ccc(O)cc1,0.3%,-1.4%,i,0.3,nt,nt,16.8%,-1.7%,2.2%,nt,nt,i,10.4
C/C(CCC1CC(C)OC1=O)=N/Nc1nc(-c2ccccc2)cs1 (stereo unspecified),-0.2%,-0.5%,i,0.7,28.1,8.5,7.5%,11.2%,6.2%,-0.3,952,i,19.4
O=C(Nc1nc2ccccc2s1)c1ccc([N+](=O)[O-])o1,-0.8%,2.0%,i,2.6,nt,nt,7.5%,11.9%,0.2%,nt,nt,i,15.4
CN1/C(=C\C=N\NC(=O)c2ccccc2Br)C(C)(C)c2ccccc21,-1.7%,10.2%,i,0.7,-6.6,-1.9,6.8%,34.2%,4.3%,1.4,847,i,42.9
CCc1ccc(NC(=O)COC(=O)/C=C/c2c(C)nn(C3CCS(=O)(=O)C3)c2Cl)cc1 (stereo unspecified),0.3%,-11.0%,i,0.3,-2.8,-38.4,12.8%,3.2%,8.1%,-0.3,1105,i,29.4
NS(=O)(=O)c1ccc(NC(=S)Nc2ccc(F)c(F)c2)cc1,0.5%,-1.4%,i,0.4,17.2,1.1,11.7%,-6.3%,2.4%,-2.2,590,i,42.3
C=CC[N+](C)(C)CCCNC(=O)/C=N/O,0.3%,2.6%,i,0.6,9.6,6.0,2.5%,5.0%,0.2%,-4.7,487,i,50.7
CCOC(=O)CN(C(=O)CSc1nnc(C)n1-c1ccccc1)c1cccc([N+](=O)[O-])c1,-0.5%,2.0%,i,1.0,-13.8,-24.9,-5.6%,-5.4%,0.8%,-1.9,1208,i,33.2
CC(C)(C)NC(=O)c1ccc2c(c1)C(=O)N(C1CCCCC1)C2=O,-0.2%,5.0%,i,2.3,6.8,-0.3,6.0%,2.5%,0.2%,-1.9,1082,i,37.7
Cc1ccc2nc(NC(=O)c3ccc4c(c3)OCO4)sc2c1,-0.2%,-3.3%,i,1.1,33.3,29.9,-1.7%,-7.3%,3.0%,-0.7,1408,i,37.7
CCN(CC)S(=O)(=O)c1ccc2c(c1)c(=O)c(C(=O)N1CCOCC1)cn2C,0.1%,10.8%,i,1.2,8.2,12.0,0.4%,-8.3%,1.0%,nt,nt,i,36.5
Cc1ccc(/C=C(\NC(=O)c2ccc(C)cc2)C(=O)NCCCn2ccnc2)cc1,-0.6%,-3.0%,i,0.5,3.5,-2.6,5.5%,-3.0%,-0.9%,0.0,1139,i,55.4
COC(=O)CCC(=O)c1oc2ccccc2c1NC(=O)CCCN1C(=O)c2ccccc2C1=O,-0.1%,2.3%,i,0.7,17.5,13.1,21.9%,-3.4%,1.0%,3.2,1382,i,50.3
COc1cccc(-n2c(COc3ccc(C)cc3)nnc2SCC(=O)O)c1,0.2%,3.2%,i,8.9,-17.1,-0.2,-0.8%,-6.1%,0.4%,-1.6,1088,i,19.4
O=S(=O)(c1ccc(Br)cc1)c1cnc2ccccc2n1,nt,3.8%,i,0.2,-3.4,-1.8,13.9%,1.1%,-0.2%,-2.0,1141,i,62.1
CC(C)c1ccc(S(=O)(=O)N2CCN(C(=O)c3cc(-c4ccccc4)n[nH]3)CC2)cc1,-0.1%,4.3%,i,1.6,nt,nt,nt,nt,0.9%,nt,nt,i,44.3
O=C(Nc1nnc(SCc2ccccc2)s1)c1cc2c(s1)CCCC2,-0.3%,8.3%,i,1.3,-1.9,32.7,0.7%,-18.1%,0.0%,nt,nt,i,15.7
COc1ccc(CN(CCC(c2ccccc2)c2ccco2)C(=O)c2ccco2)cc1 (stereo unspecified),-0.4%,17.6%,i,0.2,9.4,5.6,16.4%,-14.1%,7.2%,0.7,1110,i,58.0
CC(C)[C@H]1CC[C@@H](C)C(C(=O)c2ccccc2)C1=O (stereo partly specified),1.4%,5.6%,i,0.7,1.5,4.5,14.3%,-1.0%,1.2%,-1.1,551,i,46.2
O=C(Cn1cnc2c(nnn2Cc2ccccc2)c1=O)NCC1CCCO1 (stereo unspecified),0.9%,6.8%,i,2.3,-4.1,11.8,6.0%,-5.1%,0.8%,-0.9,1077,i,45.3
Cc1[nH]c2ccccc2c1/C=N/NC(=O)c1cc(-c2cccs2)[nH]n1,-0.4%,2.7%,i,0.4,-15.6,-12.1,15.7%,-14.5%,5.5%,3.2,991,i,25.4
Cc1cccc(-n2c3nc(=O)[nH]c(=O)c-3cc3c(C)nn(-c4ccccc4)c32)c1,1.0%,nt,nt,nt,-12.9,-20.8,-2.7%,-9.9%,1.3%,-0.4,860,i,27.0
CCCCc1ccc(NC(=O)COc2ccc(C(=O)Nc3ccccc3OC)cc2)cc1,-0.7%,nt,nt,nt,8.8,4.6,6.0%,-2.2%,2.8%,0.4,1057,i,31.1
